14-3-3g Raf: alters human 14-3-3 gamma binding to Raf peptide | inhibition, % at 40 µM | FP, 14-3-3gamma / TMR-pS259-Raf peptide binding | actives 0.19% (n = 160,000); in the data active = inhibition above about 30%;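 also: 0% = protein plus tracer without compound and 100% = blank with tracer alone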
Target sequence (P61981 whole entry, looked up): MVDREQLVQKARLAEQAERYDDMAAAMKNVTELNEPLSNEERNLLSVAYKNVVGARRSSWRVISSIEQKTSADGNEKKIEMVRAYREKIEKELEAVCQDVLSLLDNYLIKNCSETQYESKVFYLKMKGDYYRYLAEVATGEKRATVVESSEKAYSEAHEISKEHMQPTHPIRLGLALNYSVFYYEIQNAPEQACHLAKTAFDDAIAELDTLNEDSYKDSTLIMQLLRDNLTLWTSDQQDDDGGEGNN
* hit, by the source's call; & = joins results of further samples. An excerpt. The share of hits here may be higher or lower than overall.

SMILES	14-3-3g Raf
O=C(NCCCN1CCOCC1)c1cc(=O)[nH]c2ccc(S(=O)(=O)N3CCCCC3)cc12	4.5
Cc1cc(NC(=O)CCC(=O)N(c2ccc(F)cc2)C(C(=O)NC2CCCC2)c2ccncc2)no1 (stereo not drawn)	-8.7
CCOC(=O)CSc1nnc(CSc2nc(N)c3c(C)c(C)sc3n2)n1-c1ccccc1	-0.9
CC(=O)c1c(C)oc2ccc(N(C(C)=O)S(=O)(=O)c3ccc(C)cc3C)cc12	-3.0
CCC(C)NC(=O)C1C2C=CC3(CN(Cc4cccs4)C(=O)C13)O2 (stereo not drawn)	-0.8
CC(=O)N1CCc2cc(Br)cc(S(=O)(=O)CCC(=O)NCCN3CCC(C)CC3)c21	0.8
CC1CC(C)CN(S(=O)(=O)N2CCCC(C(=O)NCCN(C)C)C2)C1 (stereo not drawn)	0.0
CCOC(=O)C1=C(C)Nc2nc(SCc3cccc(C)c3)nn2C1c1ccc(Br)cc1 (stereo not drawn)	-0.3
CCCOCC1CC2(SC(=Nc3ccc(C)cc3)NC2=O)C(=O)O1 (stereo not drawn)	-6.8
O=C(c1nn2c(C(F)(F)F)cc(-c3ccccc3)nc2c1Br)N1CCN2CCCC2C1 (stereo not drawn)	2.6
N#CC1=C(SCc2ccccc2)NC(=O)CC1c1ccc(O)cc1 (stereo not drawn)	3.5
CCCC(=O)NC(c1ccc(OC)c(OC)c1)c1cc([N+](=O)[O-])c2cccnc2c1O (stereo not drawn)	-10.6
CCOC(=O)c1ccc(-n2c(N)c(C(=O)Nc3ccc(OCC)cc3)sc2=S)cc1	2.0
Cc1ccc(-c2c3c(=O)n(C)c(=O)n(C)c3cn2-c2ccc(F)cc2)cc1	-4.0
O=S(=O)(Nc1cccc(Cl)c1)c1ccc(Br)s1	-2.2
COC(=O)C1=C(C)NC2=C(C(=O)CCC2)C1c1cc(OC)c(OC)cc1[N+](=O)[O-] (stereo not drawn)	-10.0
CC(C)(C)C1CCc2nc(NC(=O)Cc3cn4ccsc4n3)sc2C1 (stereo not drawn)	-8.3
Cn1c(=O)[nH]c(=O)c2c1ncn2CCN	1.5
CCCn1c(SCCCc2ccccc2)nc2c1c(=O)[nH]c(=O)n2C	-1.6
COc1ccc(S(=O)(=O)Cc2ccc(C(=O)NCc3ccc(F)cc3)o2)cc1	7.7
Cc1ccc(S(=O)(=O)NCCC(=O)NCCc2ccccc2)cc1	3.2
Cc1ccccc1CSc1nc2ccsc2c(=O)n1Cc1ccc2c(c1)OCO2	-1.1
COCCn1c(CN2CCN(c3cccc(Cl)c3)CC2)nc2c1c(=O)n(C)c(=O)n2C	-2.8
COCCOC(=O)c1c(C)oc2c1cc(NS(=O)(=O)c1ccc(F)cc1)c1ccccc12	-13.8
O=C(NCCn1cc(SCC(=O)N2CCc3ccccc32)c2ccccc21)c1ccc(F)cc1	-6.1
COc1ccccc1CNC(=O)CN1CCN(Cc2cccc(C)c2)C1=O	-11.3
CCc1ccc(NC(=O)CCC(=O)Nc2ccc3nc(N4CCOCC4)cc(C)c3c2)cc1	1.6
Cc1nc(NC(=O)CCC(=O)O)sc1C(=O)N(C)C	-1.0
CN(C)S(=O)(=O)c1ccc2c(c1)c(=O)c(C(=O)N1CCN(c3ccccn3)CC1)cn2C	3.6
COc1ccccc1C1C2=C(CC(C)(C)CC2=O)Nc2ccccc2N1C(=O)c1ccccc1 (stereo not drawn)	-4.8
O=C(Nc1c(C(=O)N2CCCC2)cnn1-c1ccccc1)c1cccc(F)c1	5.2
CNC(=O)C1CC(=O)N(CCc2ccc(C)cc2)C1 (stereo not drawn)	1.8
Cc1ccc(-c2ccc(CCC(=O)O)o2)cc1	-9.1
O=C(c1cccs1)N(CCO)Cc1cc2cc3c(cc2[nH]c1=O)OCCO3	-2.6
Nc1nnc(SCC(=O)N2CCN(c3ccccc3)CC2)s1	-6.4
CCc1ccccc1Nc1nc(-c2c(C)nc3ncccn23)cs1	-5.1
Cc1cccc(N2CCN(C(=O)c3cccc([N+](=O)[O-])c3C)CC2)c1C	4.9
N#Cc1c(NC(=O)c2cc(=O)c3ccccc3o2)sc2c1CCCCC2	-12.7
O=C(NCc1ccccn1)c1cn(Cc2ccccc2)nn1	-5.0
C=C(C)c1ccc(C(C)(C)NC(=O)N2CCN(C)CC2)cc1	3.3
CCCc1cc(=O)[nH]c(SCC(=O)c2ccc(S(=O)(=O)N3CCCC3)cc2)n1	-7.3
COc1cccc(CNCc2ccccc2OC)c1	-3.2
O=C(NC12CC3CC(CC(C3)C1)C2)c1c(O)c2c([nH]c1=O)CCCC2	-1.8
Cc1ccc2cc3c(NC(=O)c4cccnc4)nn(C)c3nc2c1	-20.2
CC(=O)N1CCc2cc(S(=O)(=O)NCCCOC(C)C)ccc21	-2.0
O=C(c1nnc(-c2ccncc2)o1)c1ccccc1Cl	1.6
CCCCn1c(N)c(N(CCC(C)C)C(=O)CSc2nnc(C)s2)c(=O)[nH]c1=O	4.8
CCCCS(=O)(=O)Nc1ccc(Cc2ccncc2)cc1	2.0
COc1ccc(-c2cc(C(F)(F)F)n3nc(C(=O)NCc4ccccc4Cl)cc3n2)cc1	10.1
CC1=C(C(=O)OC2CCCC2)C(c2coc3ccccc3c2=O)C2=C(CC(c3cccs3)CC2=O)N1 (stereo not drawn)	6.6
NC(CO)C(=O)NNCc1ccc(O)c(O)c1O (stereo not drawn)	0.2&0.8
O=C(Cc1ccccc1)N1CCN(c2ccc([N+](=O)[O-])cc2Cl)CC1	-11.8
Cc1cc(C)c(C)c(S(=O)(=O)N2CCCN(S(=O)(=O)c3c(C)c(C)cc(C)c3C)CC2)c1C	2.0
COc1ccc(CNC(=O)c2cn(C)c(=O)c3c2c2ccccc2n3C)c(OC)c1	-1.9
Cc1c(C)c2cc3c(-c4ccccc4)coc3c(C)c2oc1=O	1.2
O=C(Nc1cccc2ncccc12)c1cc2ccccc2o1	-4.2
CC1(C)CC(=O)C2=C(C1)Nc1nc3ccccc3n1C2c1cc(Cl)ccc1OC(F)F (stereo not drawn)	3.1
O=C(CSc1nc2c(sc(=S)n2Cc2ccco2)c(=O)n1-c1ccccc1)Nc1nccs1	-15.8
COc1ccc(NS(=O)(=O)c2ccc(NS(C)(=O)=O)cc2)cc1	-2.1
COc1ccccc1NC(=O)CCn1c(=O)sc2ccccc21	-2.7

Next part; the last 2 above are carried over.
SMILES	14-3-3g Raf
COc1ccc(NS(=O)(=O)c2ccc(NS(C)(=O)=O)cc2)cc1	-2.1
COc1ccccc1NC(=O)CCn1c(=O)sc2ccccc21	-2.7
COc1ccc2c(c1OC)C(=O)OC2Nc1ccc(NC(C)=O)cc1 (stereo not drawn)	4.0
CN(C)c1oc(-c2ccccc2Cl)nc1C#N	-3.4
COc1ccccc1C1CC(c2ccc(Br)cc2)Nc2nnnn21 (stereo not drawn)	-7.7
O=C1CCCCCN1Sc1c(-c2ccccc2)nc2sccn12	-5.4
COc1cc(C(=O)N(Cc2ccccn2)CC2CCCO2)cc(OC)c1OC (stereo not drawn)	-8.4
CCOC(=O)C1CCCN(S(=O)(=O)c2cccc3cccnc23)C1 (stereo not drawn)	5.2
CC(C)(C)c1ccccc1OCC(=O)Nc1ncc(S(=O)(=O)c2ccc([N+](=O)[O-])cc2)s1	1.8
O=C(CCc1nc(-c2ccccc2F)no1)Nc1ccc(Cl)cn1	-5.5
CCc1ccc(NC(=O)c2sc(=S)n3c2[nH]c(=O)c2ccccc23)cc1	-19.6
Cc1cc(C)n(C2CCS(=O)(=O)C2)n1 (stereo not drawn)	-6.6
CCOC(=O)c1c(NC(=O)C(C)Oc2ccccc2Br)sc(C(C)=O)c1C (stereo not drawn)	-4.2
Cc1ccc(C(c2ccc([N+](=O)[O-])cc2)c2ccc(C)s2)s1	-13.3
CCCCn1c(SC(C)C)nc2c1c(=O)[nH]c(=O)n2C	12.6
COc1ccc(CC(NC(C)=O)C(=O)NC2CCN(C(=O)NCc3ccccc3)CC2)cc1OC (stereo not drawn)	-7.1
CCOc1ccccc1C(=O)NCC(=O)OCC(=O)c1ccc2c(c1)OCCO2	-6.8
Cn1c(-n2c(CN3C(=O)c4ccccc4C3=O)nc3ccccc3c2=O)nc2ccccc21	-1.9
CC(C)OC(=O)CCC(=O)Nc1nc2ccccc2s1	1.0
COc1ccc(C(=O)N2N=C3CCC(C)CC3C2(O)C(F)(F)F)cc1 (stereo not drawn)	6.6
CCOc1ccc(-c2nn(C)c(C)c2Oc2ccccc2)c(O)c1	-3.4
Cc1[nH]c2ccc(Cl)cc2c(=O)c1CN1CCCCC1C (stereo not drawn)	-10.4
CC(=O)Nc1cccc(C(=O)N2CCN(Cc3ccccc3)CC2)c1	1.1
CC(C)c1cc(C(C)C)c(S(=O)(=O)NCC2CCCO2)c(C(C)C)c1 (stereo not drawn)	0.7
O=C(NCc1ccco1)c1c(O)c2cccc3c2n(c1=O)CCC3	-7.7&-4.7
CCCCc1cc(O)c(CCCC)c(O)c1	-5.1
Cc1sc2ncn(CC(=O)Nc3ccc4c(c3)OCCO4)c(=O)c2c1S(=O)(=O)N1CC(C)CC(C)C1 (stereo not drawn)	-0.9
COc1ccccc1NC(=O)c1nnn(CC(=O)Nc2ccccc2)c1N	-4.0
COc1ccc(/C(O)=C2\C(=O)C(=O)N(CCN(C)C)C2c2ccc(C(C)(C)C)cc2)cc1 (stereo not drawn)	-7.2
CCOC(=O)C1=CN(c2cc(C)cc(C)c2)C=C(C(=O)OCC)C1c1ccc(C)s1	1.1
C#CCOC(=O)CCCC(=O)Nc1ccccc1OC	1.1
CCOc1ccc(C2C(C(=O)OC(C)C)=C(C)NC3=C2C(=O)CCC3)cc1 (stereo not drawn)	-5.5

Reformatted with each value named: part of the list above.
molecule: Cn1c(-n2c(CN3C(=O)c4ccccc4C3=O)nc3ccccc3c2=O)nc2ccccc21
  14-3-3g Raf = -1.9
molecule: CC(C)OC(=O)CCC(=O)Nc1nc2ccccc2s1
  14-3-3g Raf = 1.0

(list continues)
SMILES	14-3-3g Raf
O=C(Nc1ccc2c(c1)OCO2)N1CCN(c2ncccn2)CC1	-5.9
COc1ccc(CC(=O)Nc2oc(-c3ccccc3)c(-c3ccccc3)c2C#N)cc1	-3.1
O=C(CN1C(=O)c2ccccc2S1(=O)=O)Nc1ccc2c3c(cccc13)CC2	-38.5
CCc1ccc(C(=O)c2c[nH]c3ccccc3c2=O)cc1	-1.6
NS(=O)(=O)c1ccc(CCNC(=O)Nc2cccc(Cl)c2)cc1	-2.5
Cc1cc(C)cc(-n2c(SCC(=O)N3CCCC3)nc3c([nH]c4ccccc43)c2=O)c1	-4.5
O=c1c2cc(Cl)ccc2[nH]c(=S)n1Cc1ccc(F)cc1	-6.8
CCOc1ccc(NC(=O)C2C3C=CC4(O3)C2C(=O)N(C2CC2)C4C(=O)NC2CCCCC2)cc1 (stereo not drawn)	6.0
CCCNC(=O)c1ccc2c(c1)N(Cc1ccccc1C)C(=O)CS2	-1.3
CSc1ccccc1NC(=O)c1noc2c1CCCC2	-2.7
Clc1ccc2c(c1)C1C=CCC1C(c1ccncc1)N2 (stereo not drawn)	-3.0
C=CCNc1ncnc2c1cnn2-c1cccc(C)c1	2.0&5.1
COCCCNC(=O)c1cc2c(-c3ccc(Cl)cc3)nn(C)c2s1	-4.8
CCOc1cccc2c1OC1(C)CC2NC(=S)N1c1ccc(C)cc1 (stereo not drawn)	-6.2
CCOC(=O)C1CCCN(Cc2cc(Br)c(OC)cc2OC)C1 (stereo not drawn)	-1.4
CCOC(=O)CNC(=O)CSc1nnc(SCC(=O)NCC(=O)OCC)s1	-6.2
Cc1c(Cl)cccc1NS(=O)(=O)c1ccc2[nH]cc(C(=O)N3CCCC3)c(=O)c2c1	18.8
CCC(NS(=O)(=O)c1ccc(Cl)c2ccccc12)C12CC3CC(CC(C3)C1)C2 (stereo not drawn)	0.2
O=C(c1ccc(SCc2cccnc2)c([N+](=O)[O-])c1)N1CCN(c2ccccc2)CC1	12.1
CCN(CC)CCCNC(=O)c1cc(-c2ccc(O)cc2)on1	-2.8
CC(C)NC(=O)CCCc1ccccc1	1.4
COc1ccc(Br)cc1C(=O)Nc1ccc(O)c(-c2nc3ccccc3s2)c1	-45.7
Cc1ccc(-c2nc3cc(N=Cc4cccc([N+](=O)[O-])c4)ccc3o2)cc1C	-14.5
CCSc1nnc2c(n1)OC1(CCCCC1)Nc1ccc(Br)cc1-2	19.5
CC(C)(C)c1nc2ccccc2c2nnc(SCC(=O)NCc3ccco3)n12	-7.1
Cc1cc(C)n(-c2cc(N3CCOCC3)nc(-c3ccccc3)n2)n1	-6.4
CCNC(=O)c1c(O)c2cccc3c2n(c1=O)CC3	-6.6&3.1
COc1cccc(S(=O)(=O)Nc2ccc3sc(C)nc3c2)c1	-4.9&-0.6
CCc1ccc(-n2cnc3cc(C(=O)NCc4ccc(F)cc4)ccc32)cc1	-161.3
O=C(CN1C(=O)C2C3C=CC(C3)C2C1=O)OCC(=O)c1ccc(Cl)c([N+](=O)[O-])c1 (stereo not drawn)	-2.7
CC(C)CCOC(=O)c1ccc(NC(=O)c2ccc([N+](=O)[O-])cc2)cc1	3.6
O=C1c2ccccc2C(=O)N1CC1=CCS(=O)(=O)C1	3.6
Cc1cc2n(n1)C(c1sccc1C)Nc1c(C)cccc1-2 (stereo not drawn)	1.3
CCOC(=O)c1sc2nc(SCC#N)n(Cc3ccccc3)c(=O)c2c1C	-2.0
O=C(C1CCCO1)N1CCC(c2nc3ccccc3[nH]2)CC1 (stereo not drawn)	-3.1
CC1CC(C)(C)NC(=S)N1CC(=O)N(C)c1ccc(Br)cc1 (stereo not drawn)	-6.1
CCOc1ccccc1N(CC)S(=O)(=O)c1cccc2nsnc12	-1.3

6 of the entries above in order of the 14-3-3g Raf value, largest number first.
SMILES	14-3-3g Raf
O=C1c2ccccc2C(=O)N1CC1=CCS(=O)(=O)C1	3.6
Cc1cc2n(n1)C(c1sccc1C)Nc1c(C)cccc1-2 (stereo not drawn)	1.3
CCOc1ccccc1N(CC)S(=O)(=O)c1cccc2nsnc12	-1.3
CCOC(=O)c1sc2nc(SCC#N)n(Cc3ccccc3)c(=O)c2c1C	-2.0
O=C(C1CCCO1)N1CCC(c2nc3ccccc3[nH]2)CC1 (stereo not drawn)	-3.1
CC1CC(C)(C)NC(=S)N1CC(=O)N(C)c1ccc(Br)cc1 (stereo not drawn)	-6.1
